PV pol inh – poliovirus RdRp elongation inhibitors, primary screen, biochemical, fluorescence polarization, total intensity. poliovirus polymerase elongation; hits give low values. Genome polyprotein (Poliovirus type 1 (strain Mahoney)), P03300. % elongation, % (compound at 16.7 µg/mL). AID 588519, 2011. 150,000 tested, 0.66% active; in the data active means % elongation below about 90%; further: some results filed as inactive read as strong as hits
Target sequence (P03300 1749-2209 limits assumed): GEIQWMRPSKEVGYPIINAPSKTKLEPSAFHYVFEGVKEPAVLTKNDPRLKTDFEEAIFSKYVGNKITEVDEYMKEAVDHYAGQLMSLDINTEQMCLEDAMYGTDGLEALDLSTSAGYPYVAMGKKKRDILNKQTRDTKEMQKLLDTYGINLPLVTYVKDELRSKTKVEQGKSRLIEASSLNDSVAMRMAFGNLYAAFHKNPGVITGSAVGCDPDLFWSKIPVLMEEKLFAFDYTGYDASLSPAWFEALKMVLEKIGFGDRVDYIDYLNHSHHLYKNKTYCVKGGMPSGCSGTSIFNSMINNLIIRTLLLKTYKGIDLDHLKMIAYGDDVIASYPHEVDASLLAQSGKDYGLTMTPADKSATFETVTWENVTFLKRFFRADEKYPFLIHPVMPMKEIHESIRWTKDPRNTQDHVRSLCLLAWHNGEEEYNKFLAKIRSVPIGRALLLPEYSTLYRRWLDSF
PV pol inh FP z-score – further read-out of PV pol inh, marked with its call; z-score; measured here: FP z-score; hits read low
* marks the source's active call; other numbers are inactive results. Not all compounds are listed; rates above refer to the full screens.

SMILES | PV pol inh | PV pol inh FP z-score
CCc1ccc(N2C(=O)N(CC(N)=O)C3CS(=O)(=O)CC32)cc1 (stereo not given) | 100.0 | -0.9
CCN(CC)c1ncc(C(=S)N=P(N(C)C)(N(C)C)N(C)C)s1 | 100.0 | -0.3
O=C(Cc1ccc(S(=O)(=O)N2CCCCC2)s1)OCc1csc(Nc2ccccc2)n1 | 102.0 | 0.2
CCOc1ccc(-c2nc(SC(C(C)=O)C(=O)N(C)C)c3c(=O)n(C)c(=O)n(C)c3n2)cc1 (stereo not given) | 105.0 | -0.7
O=C(O)CN(c1cccc(C(F)(F)F)c1)S(=O)(=O)c1ccccc1 | 102.0 | 0.3
COCC(C)n1c(-c2ccc3c(c2)NC(=O)CO3)csc1=Nc1ccc(OC(F)F)cc1 (stereo not given) | 100.0 | -0.1
NC(=O)c1cc2ccccc2o/c1=N\NC(=O)c1ccc(F)cc1 | 102.0 | 0.1
NC(=NC(=O)c1ccccc1)N1N=CCC1c1ccccc1 (stereo not given) | 100.0 | -0.6
O=C(CN1C(=O)c2ccccc2S1(=O)=O)c1ccc(O)c(O)c1 | 106.0 | 0.2
CC(C)(CC(=O)O)CC(=O)Nc1ccc(Oc2ccc(C(C)(C)C)cc2)nc1 | 108.0 | 0.5
Cc1sc2ncn(CC(=O)Nc3cccc(C(F)(F)F)c3)c(=O)c2c1S(=O)(=O)N1CCN(C)CC1 | 105.0 | 0.1
CCOC(=O)N1CCc2c(sc3c2c(=O)n(-c2ccc(F)cc2)c(=O)n3CC(=O)c2ccccc2)C1 | 103.0 | -0.6
CCc1ccc2oc(-c3ccc(NC(=O)CC(C)C)cc3)nc2c1 | 102.0 | 0.1
Cc1noc(C)c1COc1cccc(C#N)c1 | 110.0 | 0.1
COC(F)(C(=O)NCCc1cccn1C)C(F)(F)F (stereo not given) | 100.0 | -0.5
CCOC(=O)C(c1ccc(Cl)cc1)N1CCNCC1 (stereo not given) | 99.0 | -0.4
CCN(Cc1nc2cc(OC)c(OC)cc2c(=O)[nH]1)Cc1cc(=O)oc2c(C)c(C)ccc12 | 104.0 | 0.1
CCc1ccc(NC(=O)N(Cc2cccc(OC)c2)C2CCN(CC)CC2)cc1 | 101.0 | -0.3
O=Nc1[nH]c2ccc(Br)cc2c1O | 99.0 | -0.5
CCc1c(C(=O)O)c2ccccc2[nH]c1=O | 103.0 | -0.1
O=C(CSc1nnc(-c2c[nH]c3ccccc23)o1)NCC1CN(Cc2ccccc2)CCO1 (stereo not given) | 105.0 | 0.1
O=c1c(=O)n2c(nn1Cc1ccc(F)cc1)sc1ccccc12 | 107.0 | 0.5
CCOC(=O)N1CCC(NC2C3CC4CC(C3)CC2C4)CC1 (stereo not given) | 99.0 | -0.6
COc1ccc(C(=O)[C@@H]2[C@@H](c3ccccc3F)C(C#N)(C#N)[C@H]3C=Cc4ccccc4N23)cc1 | 46.0 | -4.5
CN(C)C(=O)c1ccccc1NC(=O)c1ccco1 | 106.0 | 0.4
O=C(CNS(=O)(=O)c1ccc(Br)s1)NCc1ccccc1 | 100.0 | -0.8
CS(=O)(=O)NCC(c1cccs1)S(=O)(=O)c1ccccc1 (stereo not given) | 97.0 | -1.9
COc1ccc(CNC(=O)CCc2c(C)c3cc4c(C)c(C)oc4cc3oc2=O)cc1OC | 106.0 | -0.5
O=C(/C=C/Nc1cccc(C(F)(F)F)c1)c1ccco1 | 102.0 | 0.6
O=C(Nn1cnc2ccccc2c1=O)c1cccc(Cl)c1 | 99.0 | -0.6
CN(C)C(=O)COC(=O)c1ccc2c(c1)OCO2 | 106.0 | 0.4
O=C(NCCN1CCCc2ccccc21)Nc1ccc(Br)cc1F | 103.0 | 0.3
COc1ccccc1N1CCN(c2nc(Nc3ccc(C)cc3)c3cnn(C)c3n2)CC1 | 100.0 | -0.5
C=CCN(CC=C)S(=O)(=O)Cc1ccccc1 | 106.0 | 0.3
CCCCNC(N)=S | 107.0 | 0.5
OC1CCCCC1N1CCNCC1 (stereo not given) | 100.0 | -0.4
Cc1ccc2c(c1)N(C(=O)N1CCC(C(=O)NCCc3ccc(Cl)cc3)CC1)CC(C)O2 (stereo not given) | 111.0 | 0.7
CC1=C(C(=O)Nc2ccccc2)C(c2ccc(C)cc2)N=C(Nc2nc3ccccc3o2)N1 (stereo not given) | 101.0 | 0.4
O=C1CCC(=O)N1CNc1cccc(Cl)c1 | 102.0 | 0.1
CN(Cc1ccccc1)C(=O)COc1cccc2ccccc12 | 105.0 | 0.5
COC(=O)c1ccc(NC(=O)CC2C(=O)N(c3ccc(F)cc3)C(=O)N2Cc2ccc(OC)cc2)cc1 (stereo not given) | 118.0 | 2.4
CCOc1ccc(CNC(=O)C2=Cc3cccc(OC)c3OC2)cc1 | 110.0 | 0.8
O=C(CSc1nnnn1C1CCCC1)c1ccc(NC(=O)c2ccccc2)cc1 | 105.0 | 0.3
Cc1nnc(SCc2ccc(F)cc2Cl)c2cc3occc3n12 | 102.0 | 0.2
Cc1oc(-c2ccccc2F)nc1CS(=O)(=O)CC(=O)N1CCCCCC1 | 102.0 | 0.6
COc1ccc(NC(=O)C2CCN(c3nn4cc(-c5ccc(OC)cc5)nc4s3)CC2)cc1 | 103.0 | 0.8
CCOC(=O)C1CCN(c2ncnc3c2c(-c2ccccc2)cn3-c2cccc(C)c2)CC1 | 110.0 | 0.6
CC(C)CCNC(=O)Cn1c(-c2cccs2)cc2cc(F)ccc21 | 116.0 | 1
CC1CCCCN1CCCNC(=O)Cn1ncc2c([nH]c3ccccc32)c1=O (stereo not given) | 110.0 | 0.7
NC(=O)c1c(NC(=O)COC(=O)C2CC(=O)N(Cc3ccco3)C2)sc2c1CCC2 (stereo not given) | 111.0 | 1.3
CC(C)(C)c1ccc(C(=O)N2CCC(C(=O)NC3CC3)CC2)cc1 | 103.0 | 0.2
C#CCSc1nnnn1-c1cccc(Cl)c1 | 104.0 | 0.4
CC(C)N(C)NC(=S)Nc1ccccc1 | 100.0 | -0.2
O=C1CC(c2ccccc2)n2nc(NC(=O)c3ccco3)nc2N1 (stereo not given) | 104.0 | 0.5
CCN(CC)c1ccc2c(N3CCCCC3)cc(=O)oc2c1 | 118.0 | 1.4
Cc1sc2c(c1C)CN(C1CCCC1)CN2C(=O)c1ccccc1 | 97.0 | -0.3
Cc1cc2nc(SCC(=O)C(C)(C)C)[nH]c2cc1C | 103.0 | 0.2
CCCC(=O)NCC1(N(C)C)CCCCC1 | 107.0 | 0.1
O=C(CCn1[nH]c(=O)ccc1=O)Nc1nc2ccccc2[nH]1 | 102.0 | 0
Cc1ccc2nc(NC(=O)C(Cc3ccccc3)n3cccc3)sc2c1 (stereo not given) | 103.0 | 0.7
Next part
SMILES | PV pol inh | PV pol inh FP z-score
COc1ccc2c(C)cc(N(C)C3CCN(C)CC3)nc2c1 | 101.0 | 0
NC(=O)C1CCN(C(=O)CN2CCN(c3ccccn3)CC2)CC1 | 102.0 | 0.3
CC(C)NC(=O)NCc1ccc(C(=O)OCc2nnc(-c3ccccc3)o2)cc1 | 103.0 | 0.1
O=C(NCCCN1CCN(c2cccc(Cl)c2)CC1)Nc1ccccc1C(F)(F)F | 107.0 | -0.4
O=C(O)/C=C/C(=O)Nc1ccc(N2CCOCC2)nc1N1CCOCC1 | 94.0 | -1.9
S=c1nc(-c2ccco2)[nH][nH]1 | 106.0 | 0.9
CCC(C)n1c(=N)c(C(=O)NC2CCCCC2)cc2c(=O)n3cc(C)ccc3nc21 (stereo not given) | 111.0 | 0
CN1CCN(/N=c2\cc(-c3ccccc3)oc3ccccc23)CC1 | 100.0 | 0
O=C(O)CN1c2cccc3cccc(c23)S1(=O)=O | 93.0 | -1.1
NC(=O)CS(=O)(=O)C(c1ccccc1)c1ccccc1 | 102.0 | 0
CCc1ccc(OCC(=O)C(C#N)c2nc3ccccc3[nH]2)cc1 (stereo not given) | 102.0 | 0.3
Cc1ccc(/C=C/C(=O)OCc2cc(=O)n3cc(Br)ccc3n2)o1 | 99.0 | -0.3
COc1ccc(CCNc2ccccc2C(=O)O)cc1OC | 107.0 | 0.4
O=C(CCn1[nH]c(=O)c2ccccc2c1=O)OC1CCCCC1 | 103.0 | 0.5
COc1ccc(C2C(C(=O)N3CCN(c4ccccc4OC)CC3)CCC(=O)N2c2ccc(OC)cc2)cc1 (stereo not given) | 102.0 | 0.9
CCOC(=O)c1nc(C)sc1-c1ccnn1S(=O)(=O)c1ccccc1C(F)(F)F | 104.0 | -0.1
NC(=O)CSc1ccc(-c2ccncc2)nn1 | 101.0 | 0.1
Cc1sc2c(c1C)c(=O)nc1n2C(c2ccccc2)C=CS1 (stereo not given) | 102.0 | 0.1
N#CC(Cc1ccccc1OC(F)F)c1nc2ccccc2[nH]1 (stereo not given) | 102.0 | -0.1
O=c1[nH]cc(S(=O)(=O)N2CCCCCC2)c(=O)[nH]1 | 103.0 | 0.1
CCCOc1ccccc1C(=O)N1CCCCC1CCN1CCCCC1 (stereo not given) | 110.0 | 0.7
Cc1cc(C)n2nc(C(=O)Nc3sc4c(c3C(N)=O)CCC4)nc2n1 | 105.0 | 0.3
Cc1nn2c(=O)cc(COC(=O)c3ccco3)nc2s1 | 106.0 | -0.1
COc1cc(CN2CCCC(C(=O)N3CCCCCC3)C2)ccc1OCc1ccccc1 (stereo not given) | 100.0 | -0.4

In a second layout: entries from further up.
structure	PV pol inh	PV pol inh FP z-score
CN1CCN(/N=c2\cc(-c3ccccc3)oc3ccccc23)CC1	100.0	0
O=C(O)CN1c2cccc3cccc(c23)S1(=O)=O	93.0	-1.1
NC(=O)CS(=O)(=O)C(c1ccccc1)c1ccccc1	102.0	0
CCc1ccc(OCC(=O)C(C#N)c2nc3ccccc3[nH]2)cc1 (stereo not given)	102.0	0.3
Cc1ccc(/C=C/C(=O)OCc2cc(=O)n3cc(Br)ccc3n2)o1	99.0	-0.3
COc1ccc(CCNc2ccccc2C(=O)O)cc1OC	107.0	0.4
O=C(CCn1[nH]c(=O)c2ccccc2c1=O)OC1CCCCC1	103.0	0.5
COc1ccc(C2C(C(=O)N3CCN(c4ccccc4OC)CC3)CCC(=O)N2c2ccc(OC)cc2)cc1 (stereo not given)	102.0	0.9
CCOC(=O)c1nc(C)sc1-c1ccnn1S(=O)(=O)c1ccccc1C(F)(F)F	104.0	-0.1
NC(=O)CSc1ccc(-c2ccncc2)nn1	101.0	0.1
Cc1sc2c(c1C)c(=O)nc1n2C(c2ccccc2)C=CS1 (stereo not given)	102.0	0.1
N#CC(Cc1ccccc1OC(F)F)c1nc2ccccc2[nH]1 (stereo not given)	102.0	-0.1
O=c1[nH]cc(S(=O)(=O)N2CCCCCC2)c(=O)[nH]1	103.0	0.1
CCCOc1ccccc1C(=O)N1CCCCC1CCN1CCCCC1 (stereo not given)	110.0	0.7
Cc1cc(C)n2nc(C(=O)Nc3sc4c(c3C(N)=O)CCC4)nc2n1	105.0	0.3

(listing goes on)
SMILES | PV pol inh | PV pol inh FP z-score
CCCCCCOc1ccc(C(=O)Nc2ccccn2)cc1 | 101.0 | 0
CC(NC(=O)c1ccc(Cn2c(=O)c3cccn3c3cccnc32)cc1)c1ccccc1 (stereo not given) | 104.0 | -0.6
COC(=O)Cn1cnc2c1c(=O)[nH]c(=O)n2C | 100.0 | -0.5
COc1cccc(-c2nc(S(=O)(=O)c3ccc(Cl)cc3)c(NCc3ccccc3)o2)c1 | 104.0 | -0.2
COc1ccc2c(c1)c(C(=O)ON1C(=O)CCC1=O)c(C)n2C1CC1 | 104.0 | 0.1
Cc1ccc(NC(=O)c2sc3ncnc(N(C)C4CCCCC4)c3c2C)cc1 | 112.0 | 1.3
Cc1noc(C)c1S(=O)(=O)NCCc1csc2nc(-c3ccc(Cl)cc3)nn12 | 105.0 | -0.5
O=C(O)CCC(=O)NC(c1ccccc1)c1ccccc1 | 101.0 | -0.2
CCOc1ccc(NC(=O)C2CCC(N3C(=O)C4CC=CCC4C3=O)CC2)cc1 (stereo not given) | 98.0 | -0.6
NS(=O)(=O)c1ccc(N2C(=O)C3CC=CCC3C2=O)cc1 (stereo not given) | 104.0 | 0.7
CCOc1ccc(OCCCn2cnc3ccccc3c2=O)cc1 | 100.0 | 0
O=C(O)C1(Cc2nc3ccccc3[nH]2)CCCC1 | 100.0 | -0.5
Cc1cc2c(c(Sc3ccccc3)n1)C(=O)OC2 | 101.0 | 0
CCOC(=O)CSc1ccc2nnc(CCNS(=O)(=O)c3ccccc3)n2n1 | 102.0 | -0.5
CCCN(C(=O)c1cn(C)c(=O)c2ccccc12)c1ccccc1C | 106.0 | 0.3
CCc1ccc(Nc2c3c(nc4ccccc24)CCC3)cc1 | 101.0 | -0.1
COC(=O)c1c(C)nc(C)c(C(=O)OC)c1-c1csc(S(=O)(=O)/N=C/N(C)C)c1 | 101.0 | -0.4
Cc1ccc(CCNC(=O)C(CC(C)C)NS(=O)(=O)c2ccc3c(c2)oc(=O)n3C)cc1 (stereo not given) | 106.0 | -0.2
CCN(CC)C(=S)SCc1cccs1 | 102.0 | 0.1
O=C(CSc1nnc2c(Cl)cc(C(F)(F)F)cn12)NCC(F)(F)F | 105.0 | 0.4
CC1CC(=O)Nc2ccccc2N1C(=O)COc1ccccc1Br (stereo not given) | 115.0 | 0.9
CSc1ccc(C2c3c(oc4cc(C)cc(C)c4c3=O)C(=O)N2Cc2ccco2)cc1 (stereo not given) | 112.0 | 0.8
Cc1ccc2c(c1)N(CC(=O)c1ccc(F)cc1)C=NS2(=O)=O | 101.0 | -0.1
CC(C(=O)Nc1cccc(C#N)c1)N(C)Cc1ccc(Cl)cc1 (stereo not given) | 100.0 | -0.6
CCOc1cccc2c1N[C@@H](c1ccc(C(=O)O)cc1)[C@H]1CC=C[C@@H]21 | 99.0 | -1.9

Single values from the results shown.
Value of `O=C1CCC(=O)N1CNc1cccc(Cl)c1` under PV pol inh: 102.0
Value of `Cc1ccc(NC(=O)c2sc3ncnc(N(C)C4CCCCC4)c3c2C)cc1` under PV pol inh: 112.0
